# PPC-1+TRAIL kill – compounds killing PPC-1 cancer cells with TRAIL present, primary screen, TRAIL potentiator project, ATPLite luminescence, uHTS. 220,000 compounds, 0.41% hits. cell killing (% activity), % at 4 µM. PPC-1 cells + TRAIL, ATPLite viability luminescence. AID 1443, 2008;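 active = cell killing above 50% in the first pass at 4 µM, then a duplicate retest at 5 µM averaging 50% or more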;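 also: plate controls were cells with TRAIL plus DMSO for no effect and medium-only wells lacking cells for full effect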
# Furin inh – human furin inhibitors, primary screen, biochemical, fluorescence intensity. P09958. purified furin, fluorogenic substrate cleavage. inhibition, % at 30 µM. 220,000 compounds, 0.061% hits; in the data active = inhibition above about 25%; also: inactives centre near -15
# Cl transport mod – KCC2 cotransporter modulators, thallium flux, primary screen, cell-based, HEK293 KCC2, FluoZin-2 fluorescence, MLSMR. B-score of Tl+ flux slope (higher = more flux/activation; lower = inhibition) at 10 µM. KCC2 cells, thallium flux FluoZin-2 fluorescence. AID 1456, 2008. Solute carrier family 12 member 5 (Homo sapiens), Q9H2X9. 190,000 compounds, 2.2% hits;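 active = thallium flux slope and its plate-corrected score both differing from the plate sample mean at a set confidence after two filtering rounds, in either direction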;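 also: slope of fluorescence scaled to starting intensity during 10 to 20 s after thallium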
# Target sequence (Q9H2X9 whole entry, looked up): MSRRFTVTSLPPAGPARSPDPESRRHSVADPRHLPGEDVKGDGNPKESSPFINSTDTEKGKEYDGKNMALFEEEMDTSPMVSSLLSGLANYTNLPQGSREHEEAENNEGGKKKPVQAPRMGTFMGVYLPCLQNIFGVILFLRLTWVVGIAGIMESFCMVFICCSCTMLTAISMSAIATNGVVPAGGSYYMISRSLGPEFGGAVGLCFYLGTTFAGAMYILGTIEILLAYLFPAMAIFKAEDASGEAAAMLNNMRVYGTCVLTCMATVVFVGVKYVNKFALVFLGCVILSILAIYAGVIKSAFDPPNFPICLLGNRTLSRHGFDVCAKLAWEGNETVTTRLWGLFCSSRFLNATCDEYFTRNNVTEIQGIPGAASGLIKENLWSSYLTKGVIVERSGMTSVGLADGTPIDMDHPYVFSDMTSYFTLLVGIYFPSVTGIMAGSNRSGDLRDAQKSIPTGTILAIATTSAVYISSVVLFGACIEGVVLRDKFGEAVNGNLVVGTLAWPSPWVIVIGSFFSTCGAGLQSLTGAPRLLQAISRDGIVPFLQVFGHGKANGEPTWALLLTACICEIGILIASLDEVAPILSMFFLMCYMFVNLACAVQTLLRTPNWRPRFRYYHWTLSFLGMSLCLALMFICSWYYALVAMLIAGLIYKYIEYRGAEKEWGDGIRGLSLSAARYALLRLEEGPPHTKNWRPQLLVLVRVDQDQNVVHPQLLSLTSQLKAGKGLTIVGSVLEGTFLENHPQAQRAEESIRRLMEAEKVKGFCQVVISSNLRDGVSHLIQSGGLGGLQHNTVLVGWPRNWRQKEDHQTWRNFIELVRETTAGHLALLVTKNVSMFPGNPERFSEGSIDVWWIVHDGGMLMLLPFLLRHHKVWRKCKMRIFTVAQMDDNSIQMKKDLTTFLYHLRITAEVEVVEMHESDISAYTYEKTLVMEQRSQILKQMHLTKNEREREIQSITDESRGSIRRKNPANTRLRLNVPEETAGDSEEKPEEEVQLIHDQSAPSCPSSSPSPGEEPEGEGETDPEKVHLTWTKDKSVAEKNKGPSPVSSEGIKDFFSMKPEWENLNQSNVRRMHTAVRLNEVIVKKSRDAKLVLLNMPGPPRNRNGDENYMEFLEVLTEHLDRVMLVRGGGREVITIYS
# EBV gp42 block – Epstein-Barr virus gp42 inhibitors, primary screen, biochemical, uHTS, fluorescence polarization; 220,000 compounds, 0.42% hits; Fluorescence polarization binding assay, mP read-out; Glycoprotein 42 (Epstein-Barr virus (strain AG876)), Q1HVG2; inhibition, % (tested at 21.74 µM); AID 1085, 2008; in the data active = inhibition above about 50%
# zfTRPN1 agonist – zebrafish TRPN1 channel agonists, primary screen, cell-based, HEK293, calcium fluorescence; transient receptor potential cation channel N1 (TRPN1/NompC), Danio rerio; HEK293 zebrafish TRPN1-YFP, Fluo-8 calcium fluorescence; 100% = response to 87 µM carbachol; activation, % at 3 µM; 220,000 compounds, 0.18% hits; AID 1424, 2008;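 active = activation above its plate's cutoff, the mean activation of test wells on that plate plus 3 SD, cut at about 19% in these data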;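 also: 0% = DMSO alone and 100% = 87 µM carbachol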
#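 Material: zebrafish TRPN1-YFP in HEK293 cells. Doses: one dose of 3 µM, 0.3% DMSO. Incubation: dye 1 h 37 °C plus 30 min RT. Measured by: intracellular calcium fluorescence with Fluo-8.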
# TRPML3 agonist – human TRPML3 channel agonists, primary screen, cell-based, HEK293 TRPML3-YFP, Fluo-8 calcium fluorescence, 3 µM; 220,000 compounds, 0.29% hits; activation, % at 3 µM; 100% = the carbachol control signal;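 active = activation above its plate's cutoff, the mean activation of the plate's test wells plus 3 SD, cut at about 12% in these data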;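 also: 0% = DMSO only wells and 100% = carbachol wells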
#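 Test system: TRPML3-YFP stable HEK293 cells. Doses: single point at 3 µM. Incubation: dye loading 1 h 37 °C then 30 min ambient, 125 s read. Signal: Fluo-8 calcium dye fluorescence, ex 470-495, em 515-575 nm. Measure: percent activation from peak-to-basal fluorescence ratio, scaled between DMSO and carbachol.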
# m-calpain inh – inhibitors of pig calpain II, primary screen, biochemical, fluorogenic peptide substrate, 1536-well; AID 1236, 2008; purified calpain II, 30 min; inhibition, % at 16 µM; 220,000 compounds, 0.37% hits;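 active = inhibition above about 50%, limit read from the data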
# TbHK1 inh – Trypanosoma brucei hexokinase 1 inhibitors, primary screen, biochemical, G6PDH-coupled NADH absorbance, MLSCN library; recombinant TbHK1, G6PDH-coupled NADH A340; inhibition, % at 10 µM; 220,000 compounds, 0.11% hits; AID 1430, 2008;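 active = inhibition of 50% or more in the single-dose primary screen; inactive = inhibition below 50%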
# Thrombin inh – human alpha-thrombin inhibitors, primary screen, counter-screen for coagulation protease inhibitor project, biochemical, 1536-well, fluorogenic AMC substrate; Prothrombin (Homo sapiens), P00734; Boc-VPR-AMC fluorogenic substrate cleavage; inhibition, % at 5 µM; 220,000 compounds, 0.26% hits;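 active = inhibition at or above 40%; inactive = inhibition below 40%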;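 also: 0% = enzyme with no compound and 100% = wells without enzyme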
#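 signal = AMC fluorescence, 355/460 nm | material = human alpha-thrombin enzyme | control set = enzyme without compound as high, wells lacking enzyme as low | times = reaction at room temperature | read-out basis = percent inhibition scaled between no-compound controls and no-enzyme blanks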
# * hit, by the source's call; i = inactive; nt = not tested or not shown; [ ] = dose if it differs, or a comment.
SMILES,PPC-1+TRAIL kill,Furin inh,Cl transport mod,EBV gp42 block,zfTRPN1 agonist,TRPML3 agonist,m-calpain inh,TbHK1 inh,Thrombin inh
COc1ccc(/C(N)=N/OC(=O)CSc2ccc(C)cc2)cc1OC,8,-7[20 µM],1.1,-13,-0.1,0.6,-13,4,5
CSc1ccc(NC(=O)NCc2ccccc2)cc1,0,-7,0.59,-10,-2.0,-0.7,-14,-8,-7
Cc1ccc(CNn2cnnc2SCc2ccc(F)cc2)cc1,16,-16[20 µM],-2.3,-8,-0.1,0.1,-5,3,-1
CCOC(=O)c1c(C)[nH]c(C)c1C(=O)COC(=O)c1cccc(S(=O)(=O)N(CC)CC)c1,6,-6[20 µM],-0.99,5,-0.9,-0.2,-22,-8,1
O=C(NCCCN1CCCC1)C1CCC(=O)N1C1CCCCC1 (stereo not drawn),2,-31,nt,-20,0.9,1.0,-22,-1,-2
COc1ccc(NC(=O)Nc2ccccc2F)cc1Cl,13,-21,0.23,2,2.2,0.4,20,8,0
Cc1noc(C)c1C(=O)N1CCN(Cc2ccccc2)CC1,6,-10[20 µM],nt,-11,-0.9,1.1,15,-4,1
O=C1C2CCCN2C(c2ccc(F)cc2)N1c1cccc(Cl)c1 (stereo not drawn),2,-2,nt,-16,-0.4,0.1,-11,3,-1
CCc1cccc(CC)c1NC(=O)CSc1nnc(CCC(=O)O)c(=O)[nH]1,24,-16,0.059,-15,0.0,-0.2,-2,1,-1
Cc1ccc(-c2cc(C(=O)NCCN3CCOCC3)no2)cc1,7,-19[20 µM],-0.93,-16,1.4,0.5,-2,0,-6
Cc1cc(N/N=C(/CCC(=O)O)C(=O)O)nc2ccccc12,31,-4,0.91,-5,1.1,0.3,16,-73,-4
O=C(Cn1cc2c(n1)CCCC2)Nc1ccccc1Br,13,-16,0.71,-11,-0.5,0.2,-13,-7,-6
CN1CCN(C(=O)C2CCC(C)(C(=O)O)C2(C)C)CC1 (stereo not drawn),2,-8,-0.64,-7,-0.4,0.9,-6,-3,1
COc1ccc(C(=O)O)cc1S(=O)(=O)N(C)CCc1ccccn1,-4,-16,-0.46,-9,0.9,0.7,-3,-8,-3
COc1ccc(CCNC(=O)CCn2c(=O)[nH]c3cc(OC)c(OC)cc3c2=O)cc1OC,32,-2[20 µM],1.2,-8,1.3,0.2,-24,-6,5
O=C(CCc1ccc(S(=O)(=O)NCCc2ccccc2)cc1)N1CCN(Cc2ccc3c(c2)OCO3)CC1,-3,-10[20 µM],-1.2,11,2.2,2.1,-4,6,-3
COc1ccc(/C(O)=C2\C(=O)C(=O)N(CC3CCCO3)C2c2cc(OC)ccc2OC)cc1 (stereo not drawn),-3,-16,-0.063,-2,1.8,0.5,3,-20,7
Cc1ccc(-c2cc(-c3ccccc3C)[nH]n2)c(O)c1,27,-10[20 µM],-0.76,-9,0.6,1.0,18,16,4
Cn1nc(C(=O)N2CCOCC2)c2ccccc2c1=O,5,-23[20 µM],1.2,nt,-0.2,0.3,nt,4,nt
Cc1cccn2cc(CCNS(=O)(=O)c3cccs3)nc12,-4,-21,-0.47,1,1.2,0.2,-8,17,-10
Cc1nc(C)c(CCNC(=O)c2ccccc2)s1,-5,-22,0.13,-32,0.7,0.0,0,1,0
CC(C)COC(=O)C(C#N)c1nc2ccccc2nc1N1CCN(Cc2ccc3c(c2)OCO3)CC1 (stereo not drawn),7,-6,nt,-21,-0.1,0.5,-19,2,-3
CC(=O)Nc1ccc(N2CCCCC2)cc1,12,-8[20 µM],0.81,-9,1.0,0.1,-26,-6,-3
CCOC(=O)c1cnc(-c2ccccc2)nc1C(F)(F)F,14,-26,0.28,-4,2.5,1.2,-7,2,4
Cc1ccc(CN2CCN(Cc3cnc(N(C)C)s3)CC2CCO)o1 (stereo not drawn),3,-20,0.55,33,0.8,0.0,-22,-9,-9

# Additional results follow:
SMILES,PPC-1+TRAIL kill,Furin inh,Cl transport mod,EBV gp42 block,zfTRPN1 agonist,TRPML3 agonist,m-calpain inh,TbHK1 inh,Thrombin inh
CNC(=O)c1ccc(N(Cc2ccccc2C)S(C)(=O)=O)cc1,-8,22[20 µM],-0.45,-12,-1.4,1.7,-11,-2,2
Cc1ccc(NC(=O)c2ccc(OC(=O)COc3cccc(Cl)c3)cc2)cc1,17,-19,0.9,-13,0.1,0.5,12,7,77*
CCN(CC)S(=O)(=O)c1ccc(NC(=O)c2cc(=O)[nH]c3ccccc23)cc1,19,-29,0.57,-3,1.7,1.1,-49,-9,-8
Cc1cc(NC(=O)CSc2ccc(-c3ccccc3)nn2)no1,15,-22[20 µM],-7.4*,-4,-1.4,-0.2,-39,2,-1
CCOC(=O)c1c(-c2ccc(C)cc2)csc1NC(=O)/C(C#N)=C/c1ccc(O)c(OC)c1,18,-2,0.43,-53,2.4,1.4,-81,4,-1
CCOC(=O)NC(=S)Nc1ccc(C(C)(C)C)cc1,3,-9,139*,8,-0.6,0.2,18,4,-8
O=C(CN1CCCCC1)Nc1cc(Cl)ccc1Oc1ccccc1,1,-25,0.98,-10,-1.3,1.2,16,4,0
C/C(=N\NS(=O)(=O)c1ccc(C)c([N+](=O)[O-])c1)c1cccs1,-14,-18,0.79,-1,0.0,0.4,-13,-14,-12
Cc1ccc[n+](CC(=O)c2ccc(NC(=O)c3ccccc3)cc2)c1,3,-19,0.61,-9,-1.2,-1.8,-8,-6,-3
O=S(=O)(NCc1cccs1)NCc1ccccc1F,16,-15,0.24,1,-0.8,-0.3,-3,-8,-7
O=C(NCc1cn2ccccc2n1)c1ccc(Br)o1,27,-22,-0.39,7,1.6,0.6,-56,-10,-3
COCCn1c(-c2ccsc2)nc2c1c(=O)[nH]c(=O)n2CC(C)C,17,-7[20 µM],-1.1,5,-0.7,1.2,-54,-4,-4
COc1ccccc1-n1cnnc1SCC(=O)c1c[nH]c2ccccc12,8,5,0.31,1,0.6,0.3,-1,-4,-6
COC(=O)c1c(C)c(C)nc(N)c1C#N,17,-16[20 µM],-0.26,-9,-0.1,0.6,i,-19,-2
O=C(CCN1CCCCC1)NCNC(=O)CCN1CCCCC1,10,-6,2.9,-25,0.6,0.5,-14,29,6
CCOC(=O)C(C)Sc1nnc(-c2c[nH]c3ccccc23)n1C (stereo not drawn),15,-19,nt,-23,1.9,0.4,-4,-3,-3
COCCN(CCOC)C(=O)c1ccc(SCc2ccc(C)cc2)c([N+](=O)[O-])c1,7,-22,-4.4*,-16,-1.1,-0.2,-4,-3,-5
Cc1ccc(-n2c(N)c(C(=O)Nc3c(C)n(C)n(-c4ccccc4)c3=O)c3nc4ccccc4nc32)cc1,5,-24,-0.86,21,-2.2,-0.2,-154,-19,-4
COc1ccc(CN2CCN(S(=O)(=O)c3ccccc3)CC2)cc1Br,1,-9[20 µM],-1.4,14,-1.3,0.8,35,-10,0
O=S(=O)(c1ccc(Oc2ccc(Cl)cc2)c(S(=O)(=O)N2CCCCC2)c1)N1CCCCC1,20,-15[20 µM],0.22,-11,-0.6,0.9,44,1,-3
Cc1ccc(S(=O)(=O)NCC2CCC(C(=O)NCc3cccs3)CC2)cc1 (stereo not drawn),-2,-5,-0.068,-4,0.8,0.3,-25,-6,2
CNS(=O)(=O)c1cccc(C(=O)OCC(=O)Nc2ccc(Cl)cc2F)c1,6,-1,-0.87,-12,0.7,0.0,0,5,3
CCOc1ccc(C(=O)Nc2cccc(SC)c2)cc1,38,-14,-0.72,0,1.7,0.6,0,3,-6
COc1ccc(OC)c(CN2C(=O)c3ccccc3C2C(=O)NCC2CCCO2)c1 (stereo not drawn),-11,-15,0.55,6,0.8,0.9,1,-1,-10
Nc1nc(CN2CCN(c3ccccc3F)CC2)nc(N2CCCc3ccccc32)n1,29,-27,-2.9,2,1.9,0.5,-9,-7,-7

# Shown as a hit in Cl transport mod, among the entries above:
Molecule,Furin inh,Cl transport mod,EBV gp42 block,TRPML3 agonist,m-calpain inh,TbHK1 inh
Cc1cc(NC(=O)CSc2ccc(-c3ccccc3)nn2)no1,-22[20 µM],-7.4*,-4,-0.2,-39,2
CCOC(=O)NC(=S)Nc1ccc(C(C)(C)C)cc1,-9,139*,8,0.2,18,4
COCCN(CCOC)C(=O)c1ccc(SCc2ccc(C)cc2)c([N+](=O)[O-])c1,-22,-4.4*,-16,-0.2,-4,-3

# New compounds follow
SMILES,PPC-1+TRAIL kill,Furin inh,Cl transport mod,EBV gp42 block,zfTRPN1 agonist,TRPML3 agonist,m-calpain inh,TbHK1 inh,Thrombin inh
CC1(O)c2ccccc2C(=O)N1Cc1ccccc1 (stereo not drawn),2,-20,0.24,-13,0.7,0.2,17,1,0
CC1CCN(c2c(NCc3ccc(C(=O)NCC4COc5ccccc5O4)cc3)c(=O)c2=O)CC1 (stereo not drawn),nt,-25,-0.42,nt,-0.6,-0.6,nt,2,nt
O=C(/C=C/c1ccc(O)c(O)c1)OC1C(O)CC(OC(=O)/C=C/c2ccc(O)c(O)c2)(C(=O)O)CC1O (stereo not drawn),5,7,-0.67,0,0.8,0.9,-6,-95,1
CCOC(=O)c1ccc(NC(=O)Cn2c(-c3nonc3N)nc3ccccc32)cc1,7,-7,-0.34,-18,-0.9,0.3,59*,-29,nt
CCC(C)c1ccccc1NC(=O)C(C)N(C)Cc1cccc(OC)c1 (stereo not drawn),8,-30,-0.37,-7,-2.5,-0.8,12,-8,0
COc1cccc(COc2ccccc2C2Nc3ccc(Br)cc3C(=O)N2NC(=O)c2ccncc2)c1 (stereo not drawn),-17,-8[20 µM],-0.18,-21,-1.9,-1.0,-100,-10,-7
N/C(=N\OC(=O)C1CC1)c1ccc([N+](=O)[O-])s1,13,-3,0.46,-22,0.4,0.2,3,-30,-7
Cc1ccc(Cl)cc1NC(=O)C(=O)N1CCCCC1,-8,-10,nt,-9,0.1,0.6,-5,-1,-4
COC(=O)/C=C1/SC(=NC(=O)c2ccc(F)cc2)NC1=O,-4,-9,0.84,-9,1.2,0.8,-2,-84,-1
NC(=O)c1ccccc1NC(=O)COc1ccc(Cl)cc1,0,-25,-0.41,-7,2.4,0.5,-7,-7,-2

# Entries of single compounds, quoted from the list. Screens in order: PPC-1+TRAIL kill, Furin inh, Cl transport mod, EBV gp42 block, zfTRPN1 agonist, TRPML3 agonist, m-calpain inh, TbHK1 inh, Thrombin inh
# `COC(=O)/C=C1/SC(=NC(=O)c2ccc(F)cc2)NC1=O` is listed as -4, -9, 0.84, -9, 1.2, 0.8, -2, -84, -1
# `NC(=O)c1ccccc1NC(=O)COc1ccc(Cl)cc1` is listed as 0, -25, -0.41, -7, 2.4, 0.5, -7, -7, -2
# `CCC(C)c1ccccc1NC(=O)C(C)N(C)Cc1cccc(OC)c1` (stereo not drawn) is listed as 8, -30, -0.37, -7, -2.5, -0.8, 12, -8, 0
# `CC1(O)c2ccccc2C(=O)N1Cc1ccccc1` (stereo not drawn) is listed as 2, -20, 0.24, -13, 0.7, 0.2, 17, 1, 0
